# D2 antagonist: antagonizes the human D2 dopamine receptor; P14416; HEK293 TREx D2 cells, calcium flux, dopamine EC80; inhibition, % at 10 µM; hit rate 2% among 340,000; in the data active = inhibition above about 30%; also: 0% is about no effect
#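 Tetracycline-induced HEK293 TREx cells expressing D2 receptor forced-coupled to calcium signalling, loaded with no-wash calcium dye. Compounds added and calcium flux read 180 s, then dopamine added at EC80 and read a further 180 s.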
# Vif-A3G inh: Vif-A3G binding inhibition | Potency, µM (top dose mostly 46.1 µM), for inactives: at the highest dose activity, negative = active, hits mostly inhibitors | HeLa A3G-eYFP + Vif (tagged APOBEC3G with the HIV-1 protein that degrades it), YFP fluorescence, overnight | Q9HC16 | hit rate 0.076% among 410,000;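 also: potency is read from the fitted curve at half-maximal effect; % is scaled to controls: 0 for no effect and ±100 for the full control effect; nearly all actives have a fitted effect of over 60% in size; hits raise eYFP signal because A3G escapes Vif-driven loss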
# Target sequence (Q9HC16 whole entry, looked up): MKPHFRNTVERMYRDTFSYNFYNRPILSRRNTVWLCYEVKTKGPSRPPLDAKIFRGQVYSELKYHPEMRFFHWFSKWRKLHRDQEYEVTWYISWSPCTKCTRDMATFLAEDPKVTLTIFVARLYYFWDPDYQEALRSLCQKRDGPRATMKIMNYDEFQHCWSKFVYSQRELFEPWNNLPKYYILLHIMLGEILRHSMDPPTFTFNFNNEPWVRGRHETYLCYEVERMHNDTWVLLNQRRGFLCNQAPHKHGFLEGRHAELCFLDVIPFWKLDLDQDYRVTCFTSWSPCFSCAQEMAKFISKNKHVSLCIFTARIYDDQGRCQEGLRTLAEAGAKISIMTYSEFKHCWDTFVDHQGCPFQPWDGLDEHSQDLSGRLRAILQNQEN
#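 HeLa cells stably expressing Vif and C-terminally eYFP-tagged A3G, seeded overnight at 37 deg C, then exposed to compound by pintool overnight at 37 deg C. Rise in yellow fluorescence (Ex 488/Em 500-530, Acumen) marks blocked Vif-driven A3G degradation.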
# GRP78 ERSR act: induces the endoplasmic reticulum stress response in human glioma cells. U87-MG GRP78 promoter luciferase reporter, 16 h. Potency, µM, without a hit: at the highest dose activation, most hits filed as activators. hit rate 0.02% among 420,000; also: potency is read from the fitted curve at half-maximal effect; series mostly up to about 76 µM; % of control where 0% means no effect; nearly all actives have a fitted effect of over 35% in size
#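 Stably transfected U87-MG glioma cells carrying a GRP78-based luciferase sensor; 16 h compound incubation. Luminescence end-point read 10 min after Bright-Glo addition at room temperature.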
# ALOX12 inh: blocks human arachidonate 12S-lipoxygenase; Potency, µM (highest dose often 108 µM), without a hit: at the top dose activity change, negative = inhibition, hits mostly inhibitors; P18054; AID 1671190; purified 12hLO, xylenol orange hydroperoxide absorbance; hit rate 1.1% among 580,000; also: potency is read from the fitted curve at half-maximal effect; % is scaled to controls: 0 for no effect and ±100 for the full control effect
# Target sequence (P18054 whole entry, looked up): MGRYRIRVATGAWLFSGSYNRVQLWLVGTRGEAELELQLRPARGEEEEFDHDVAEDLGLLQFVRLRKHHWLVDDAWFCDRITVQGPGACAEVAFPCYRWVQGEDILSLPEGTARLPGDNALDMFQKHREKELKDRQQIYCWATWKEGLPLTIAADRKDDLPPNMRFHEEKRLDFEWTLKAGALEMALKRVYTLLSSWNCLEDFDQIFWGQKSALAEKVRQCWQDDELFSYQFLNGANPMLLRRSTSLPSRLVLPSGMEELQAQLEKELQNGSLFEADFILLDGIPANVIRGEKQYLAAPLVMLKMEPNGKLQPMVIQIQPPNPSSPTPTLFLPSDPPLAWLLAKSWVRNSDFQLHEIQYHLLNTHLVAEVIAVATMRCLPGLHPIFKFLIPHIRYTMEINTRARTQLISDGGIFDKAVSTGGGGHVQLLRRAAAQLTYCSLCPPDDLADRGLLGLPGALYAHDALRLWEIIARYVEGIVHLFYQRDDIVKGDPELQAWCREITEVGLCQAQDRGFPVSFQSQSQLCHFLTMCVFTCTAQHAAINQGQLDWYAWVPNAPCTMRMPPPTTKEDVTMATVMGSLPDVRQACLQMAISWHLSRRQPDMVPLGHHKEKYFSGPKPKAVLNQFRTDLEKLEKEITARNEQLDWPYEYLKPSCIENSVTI
#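 Purified human 12hLO at 150 nM in 25 mM Hepes, 0.01% Triton X-100, pH 7.0, preincubated 15 min at room temperature with compound. Reaction started with 40 uM arachidonic acid, 30 min at room temperature. Hydroperoxide measured by Fe-xylenol orange, 573/405 nm absorbance ratio.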
# LDHA block: blocks human lactate dehydrogenase A; P00338; purified LDHA, NADH/diaphorase-resazurin fluorescence; stronger effect = lower value; activity change, % (values are at about 110 or 230 µM); hit rate 0.15% among 480,000; AID 1347041; in the data active = activity change below about -30%; inconclusive = mostly about -25% to -30%;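 also: plate controls were DMSO wells for no effect and wells without enzyme for full effect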
#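 LDH5 2 nM; NADH 0.06 mM, pyruvate 0.2 mM; 200 mM Tris pH 7.4, EDTA, Tween-20; 5 min RT. Detection: diaphorase 0.133 mg/mL + resazurin 37 µM, fluorescence ex540/em590 at 0 and 20 min; normalized to enzyme-free and DMSO wells.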
# Vif-A3F inh: inhibitors of Vif-A3F interaction; HeLa A3F-eYFP + Vif (tagged APOBEC3F with the HIV-1 protein that degrades it), YFP fluorescence increase; Potency, µM (series often up to 46.1 µM), without a hit: at the top dose activity, negative = active; hit rate 0.2% among 390,000; also: potency is read from the fitted curve at half-maximal effect; % of control where 0% means no effect; nearly all actives have a fitted effect of over 65% in size
#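 HeLa cells stably expressing A3F-eYFP plus Vif, plated and incubated overnight at 37 deg C, then exposed to compounds overnight at 37 deg C. Blocked degradation read as raised yellow fluorescence (Ex 488/Em 500-530).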
# D2 agonist: D2 dopamine receptor (human) agonism; activation, % at 2 µM; hit rate 0.53% among 340,000; HEK293 T-REx D2 cells, calcium flux agonist mode; P14416;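 active = activation over 3 SD above normal in the single-dose calcium agonist read, cut at about 30% in these data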; also: 0% is about no effect
#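 In this primary screen, compounds producing a positive calcium signal within 180 s of addition to tetracycline-induced, force-coupled HEK293 Trex D2 cells are flagged; cells are dye-loaded with a no-wash calcium kit beforehand.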
# RGS4 inh: blocks human RGS4-accelerated GTP hydrolysis | P49798 | Transcreener GDP fluorescence polarization, RGS4-accelerated GTP hydrolysis | Potency, µM (top dose mostly 114 µM), for inactives: at the top dose activity change, negative = inhibition, hits mostly inhibitors | hit rate 0.039% among 390,000 | AID 504845; also: potency is read from the fitted curve at half-maximal effect; % is scaled to controls: 0 for no effect and ±100 for the full control effect; nearly all actives have a fitted effect of over 75% in size; some results filed as inactive show a strong effect at the top dose
#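 MLSMR compounds (23 nl, pin-transferred) preincubated 10 min at room temperature with a 500nM (2x) first reagent, then RGS4 at 900nM (2x) plus Transcreener GDP mix added; fluorescence polarization (620/688 nm) read before and after 90 min at 30 °C.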
# ERG-DNA inh: ERG Ets/DNA interaction inhibition; fluorescence polarization, His-ERG Ets domain / labelled DNA; P11308; hit rate 0.028% among 370,000; AID 624246; Potency, µM (series often up to 76.9 µM), without a hit: top-dose FP activity, negative = inhibition, most hits filed as inhibitors; active = well fitted inhibition curve with a large enough effect in the polarisation, with a control signal flat; inconclusive = small, poorly fitted or top-dose-only effect, or effect the other way, or a change in a side signal; inactive = no such curve, though single readings can be large or run the other way; the % refers to the polarisation;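 also: polarization taken with two DNA probes labelled with fluorescein and Texas red; potency is read from the fitted curve at half-maximal effect; % of control where 0% means no effect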
#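 His-tagged ERG Ets domain (1 uM in the protein solution; 300mM KCl, 50mM Tris-HCl, 1mM EDTA, 1mM DTT, pH 7.5) received compound, then a probe mix of 5 nM fluorescein-DNA and 100nM Texas-615-DNA. Fluorescence polarization was read for both dyes.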
# An asterisk follows results filed as active; ? = inconclusive; · = no result given; & = joins results of further samples; [ ] = remark or other dose. Unless noted, calls follow the shape of the dose curve; as a rule, active = well fitted curve in the direction sought with a large enough effect; inconclusive = small, poorly fitted or top-dose-only effect, or another doubt; inactive = no such curve, though single readings can be large; an effect the other way counts as inactive or inconclusive. This is a subset (hit frequency here may not be typical).
SMILES,D2 antagonist,Vif-A3G inh,GRP78 ERSR act,ALOX12 inh,LDHA block,Vif-A3F inh,D2 agonist,RGS4 inh,ERG-DNA inh
COc1ccc(N2CCN(C(=O)c3ccc(-n4nc(C)cc4C)cc3)CC2)cc1,·,-3%,1%,-12%,1,-13%,0.1,-16%,2%
CSc1ccc(/C=C(/NC(=O)c2ccccc2)C(=O)NCCN2CCOCC2)cc1,0,1%,-3%,-21%,-4,0%,-0.9,-37%,0%
CCCOc1ccc(C(=O)Nc2ccc(N3CCN(C(=O)c4ccco4)CC3)cc2)cc1,14,-15%,-4%,-5%,-5,8%,-0.3,-1%,-3%
c1ccc(COc2ccc(Oc3nc(N4CCCCC4)nc(N4CCOCC4)n3)nn2)cc1,7,-1%,-6%,0%,-3,2%,-0.1,-2%,-1%
Cc1ccc(S(=O)(=O)c2nc(-c3ccc(F)cc3)oc2SCC(N)=O)cc1,-8,0%,-3%,?,-3,0%,0.6,8%,-1%
COc1cc(OC)c(OC)cc1CNc1sc2c(c1C(=O)Nc1ccccc1OC)CCC2,·,?,11%,-5%,10,-2%,0.1,-38%,3%
O=C(NC1CCCCCCC1)c1cccc(S(=O)(=O)N2CCOCC2)c1,-2,2%,0%,-7%,-5,10%,0.4,-15%,-7%
O=C(CCCCCN1C(=O)CCC1=O)Nc1ccc(Br)cc1F,-9,0%,4%,?,-9,1%,1.3,-15%,-5%
CCOc1ccc(C2=Nn3c(CC)nnc3SC2)cc1,1,-2%,4%,?,1,-21%,-0.8,-13%,0%
Cc1ccc(N2C(N)=C(C#N)C(c3ccsc3)C3=C2CC(C)(C)CC3=O)cc1 (stereo not given),-24,-15%,-2%,?,2,0%,1.3,-29%,0%
O=C(O)CCCNS(=O)(=O)c1ccc(F)cc1,2,0%,-2%,-22%,-6,5%,3.2,-19%,-2%
COC(=O)c1ccc(NC(=O)CSC2=Nc3ccccc3C3CC=NN23)cc1 (stereo not given),10,0%,-4%,·,-9,3%,0.5,-25%,-1%
COc1ccc(N=Cc2c(O)cc(C)oc2=O)cc1,11,0%,0%,-14%,3,-28%,-0.9,-44%,-5%
Nc1nnc(/C=C/c2ccccc2)s1,-11,1%,11%,7%,3,3%,0.5,?,4%
CCOC(=O)C(C)n1cnc2c(oc3ccccc32)c1=O (stereo not given),·,2%,-4%,-4%,-3,3%,·,-11%,7%
CN(O)/C=c1/ccc2c(n1)C(=O)C=CC=2,-9,?,-3%,0%,18,-4%,1.3,8%,-8%
CCOc1ccc(-c2onc(C(F)(F)F)c2-c2cscn2)c(O)c1,-1,-1%,-3%,-21%,1,-9%,-0.6,9%,-8%
COc1ccc(-c2cc(=O)oc3c(C)c(O)ccc23)cc1,-8,0%,-1%,0%,-4,-2%,-0.7,-31%,-8%
CC(=O)Nc1ccc(NC(=O)COC(=O)c2cnccn2)cc1,5,0%,-1%,-17%,-2,0%,0.2,-6%,-6%
CC1(C)CC2CC(C)(CN2S(=O)(=O)c2cccc(C(=O)OCC(=O)NC(N)=O)c2)C1 (stereo not given),·,0%,-1%,?,-1,1%,·,-35%,9%
Cc1nnc(SCCc2ccccc2)[nH]c1=O,14,-2%,-1%,0%,-3,2%,-1.0,-28%,13%
CCOc1ccc(CN2CCC(n3nccc3NC(=O)C3CC3)CC2)cc1CO,·,2%,-3%,-18%,-3,0%,·,14%,0%
COc1ccc(NC(=O)c2csc(Cc3ccccc3)n2)cc1,5,1%,4%,-28%,1,3%,-0.2,-10%,0%
Cc1cccc(C)c1NC(=O)CS(=O)CC(=O)NCC1OCCc2ccccc21 (stereo not given),-4,1%,-3%,1%,-9,4%,0.5,9%,-6%
COc1ccc2cc(C(c3nnnn3C3CCCC3)N3CCOCC3)c3nnnn3c2c1 (stereo not given),-17,0%,1%,5%,-3,-3%,1.5,-20%,9%

# As a working copy, part of the list above.
SMILES,D2 antagonist,Vif-A3G inh,GRP78 ERSR act,ALOX12 inh,LDHA block,Vif-A3F inh,D2 agonist,RGS4 inh,ERG-DNA inh
Cc1cccc(C)c1NC(=O)CS(=O)CC(=O)NCC1OCCc2ccccc21 (stereo not given),-4,1%,-3%,1%,-9,4%,0.5,9%,-6%
COc1ccc2cc(C(c3nnnn3C3CCCC3)N3CCOCC3)c3nnnn3c2c1 (stereo not given),-17,0%,1%,5%,-3,-3%,1.5,-20%,9%

# Carrying on:
SMILES,D2 antagonist,Vif-A3G inh,GRP78 ERSR act,ALOX12 inh,LDHA block,Vif-A3F inh,D2 agonist,RGS4 inh,ERG-DNA inh
S=C(NCCc1ccccc1)NCCc1ccccc1,-19,-5%,5%,50µM*,-3,-6%,0.0,26%,-2%
Cc1ccc2c(c1)CCCN2C(=O)c1ccc2c(c1)OCO2,-6,2%,0%,9%,0,-6%,-0.3,-19%,-6%
Cc1ccsc1/C=N/NC(=O)CO,9,0%,-5%,-1%,-2,3%,-0.7,-4%,?
O=C(CCC(=O)Nc1ccccc1)NNC(=O)CCc1ccccc1,-14,-6%,-2%,1%,-1,-9%,1.0,6%,9%
O=S(=O)(O)CCN1CCOCC1,-12,-5%,0%,0%,-4,6%,0.4,-9%,0%
CNS(=O)(=O)c1ccc(NC(=O)c2cnn3c(C(F)F)cc(-c4ccccc4)nc23)cc1,2,2%&-1%,-2%&-3%,0%&-20%,-10&3,-16%&-1%,2.1,18%&-20%,-10%&-3%
Cn1c(SCC(=O)N2CCOCC2)ncc(C(=O)Nc2ccc(F)cc2)c1=O,·,-4%,-1%,4%,-2,3%,0.9,-8%,0%
CCc1ccc(-c2cc(C)no2)cc1S(=O)(=O)N1CCN(c2ccccc2)CC1,14,-1%,0%,3%,0,-1%,2.8,10%[11.4 µM],5%
Fc1ccc(OCc2nc(-c3cccs3)no2)cc1,-1,-17%,2%,1%,2,6%,-1.3,0%,-2%
Cn1nc(CC(=O)NC2CCCCCCCCCCC2)c2ccccc2c1=O,4,0%,-3%,0%,0,0%,-0.2,?,7%
O=C(CN1CCN(Cc2ccccc2)CC1)Nc1ccc(Cl)cn1,-5,1%,-1%,-7%,-10,6%,-0.8,17%,1%
CCOC(=O)C1CCN(C(=O)COC(=O)CNC(=O)c2sc3ccccc3c2Cl)CC1,4,0%,-5%,1%,-20,1%,1.3,28%,0%
Cc1ccc(/C=C(\NC(=O)c2ccccc2)C(=O)NCCc2ccccn2)o1,1,0%,-2%,1%,-2,1%,-0.6,1%,-9%
O=C(Oc1ccc2c(=O)c(Oc3ccc4ccccc4c3)coc2c1)c1cncc(Br)c1,9,-4%,-1%,?,3,-2%,0.6,14%,-1%
CC(=O)c1cccc(NC(=O)CC2Oc3ccc(C)cc3NC2=O)c1 (stereo not given),-21,0%,-3%,414%[activator],-17,5%,0.3,4%,-3%
Cc1ccc(S(=O)(=O)N2CCC(=O)N(CCOC(=O)Nc3ccc(C)c(C)c3)CC2)cc1,-8,1%,-1%&-3%,-7%,-1,2%,1.8,-3%,1%
COC(=O)c1ccc(S(N)(=O)=O)o1,-8,3%,-5%,-11%,-11,1%,0.7,2%,-3%
CN(C)/C=C/C(=O)c1ccncc1,·,-6%,-2%,-15%,-7,6%,·,-5%,9%
O=C(C(=O)c1cccnc1)c1cccnc1,·,9%,-4%,?,-1,-3%,·,-7%,12%
O=c1c2ccccc2nnn1CSc1ccc2ccccc2n1,11,-7%,7%,-11%,-3,-11%,0.5,-7%,·
CCOC(=O)C(C(=O)Nc1ccccc1C)C1CCCCC1 (stereo not given),-2,-1%,-2%,-10%,-7,1%,-0.7,-8%,·
CCOc1ccc(-n2cnc3sc(C)c(C)c3c2=O)cc1,1,-2%,-3%,-1%,-3,-13%,1.6,0%,-2%
COc1ccc2cc(S(=O)(=O)N3CCCC3)ccc2c1,0,3%,-3%,9%&-4%,-8&-2,0%,-2.4,23%,1%
COc1ccc(CCNC(=O)c2nnc(Cc3ccc(Cl)cc3)o2)cc1OC,22,-1%&1%,-1%&-2%,4%&-7%,3&0,4%&3%,-0.1,4%&3%,5%&2%
CCn1cc(CNC(=O)C2CCC(=O)N(C3CCCCCC3)C2)cn1 (stereo not given),-1,5%,-1%,·,-6,3%,1.3,-5%,9%

# Complete entries, looked up by structure. Values in the order: D2 antagonist | Vif-A3G inh | GRP78 ERSR act | ALOX12 inh | LDHA block | Vif-A3F inh | D2 agonist | RGS4 inh | ERG-DNA inh
# CCn1cc(CNC(=O)C2CCC(=O)N(C3CCCCCC3)C2)cn1 (stereo not given) across the screens: -1 | 5% | -1% | · | -6 | 3% | 1.3 | -5% | 9%
# COc1ccc(CCNC(=O)c2nnc(Cc3ccc(Cl)cc3)o2)cc1OC across the screens: 22 | -1%&1% | -1%&-2% | 4%&-7% | 3&0 | 4%&3% | -0.1 | 4%&3% | 5%&2%

# Compound activity (PubChem)
